H9c2 protect: myocardial damage modulation in H9c2 cells; H9c2 cardiomyocytes, H2O2 injury protection, ATPLite, 2 h; 0.63% of 360,000 active; protection from H2O2 cell death, % at 20 µM; AID 588492;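 active = compounds giving at least 50% protection of heart cells from peroxide-induced death in the single-dose screen, raw or plate-pattern-corrected value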;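 also: 0% = DMSO wells with peroxide and 100% = DMSO wells without peroxide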
m5-HT2A agonist: mouse HTR2A agonism via beta-arrestin recruitment. CHO-K1 mHTR2A beta-arrestin complementation, luminescence; percent of 30 µM serotonin response. AID 624169. 0.66% of 360,000 active. activation, % at 7.6 µM. P35363;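 active = activation above a run cutoff, the mean activation of all tested compounds plus 3 SD, cut at about 14% in these data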;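 also: 0% = plate median of compound wells and 100% = 30 µM serotonin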
PDI turbidity: blocks human protein disulfide isomerase activity; P07237; PDI insulin aggregation turbidity, A650, 90 min; inhibition, % at 10 µM; 0.052% of 350,000 active; AID 588391;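 active = mean inhibition across replicates of 30% or more, whatever share of single replicates reach that level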;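 also: absorbance from insulin aggregation driven by PDI reduction with DTT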
Target sequence (P07237 whole entry, looked up): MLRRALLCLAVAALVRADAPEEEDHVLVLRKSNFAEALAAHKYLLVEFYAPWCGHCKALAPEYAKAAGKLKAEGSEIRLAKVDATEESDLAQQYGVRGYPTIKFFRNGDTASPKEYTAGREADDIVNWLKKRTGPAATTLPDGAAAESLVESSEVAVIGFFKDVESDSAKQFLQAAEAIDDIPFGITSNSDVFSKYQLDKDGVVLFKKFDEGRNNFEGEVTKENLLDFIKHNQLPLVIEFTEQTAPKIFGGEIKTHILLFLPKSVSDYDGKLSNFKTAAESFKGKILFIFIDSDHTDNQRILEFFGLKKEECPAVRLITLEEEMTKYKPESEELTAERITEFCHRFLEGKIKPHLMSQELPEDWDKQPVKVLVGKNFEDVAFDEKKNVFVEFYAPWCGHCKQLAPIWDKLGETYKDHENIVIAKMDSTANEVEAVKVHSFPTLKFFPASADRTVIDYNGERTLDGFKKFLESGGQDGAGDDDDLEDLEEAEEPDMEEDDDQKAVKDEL
Peg3 prom inh: Peg3 promoter activity inhibition; HeLa PEG-Prom luciferase reporter, luminescence, overnight; AID 588405; 1.7% of 360,000 active; inhibition, % at 20 µM;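 active = inhibition of at least 50% at 20 µM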
hiPSC survival: enhancers of human iPSC single-cell survival. AID 602274. 0.044% of 360,000 active. survival enhancement, % at 20 µM. hiPSC single-cell survival, ATPlite luminescence; 100% = ROCK inhibitor wells, 0% = DMSO; in the data active = survival enhancement above about 18%;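 also: cells exposed to compounds for 16 hours before the ATP read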
Shn3 3UTR inh: Schnurri-3 reporter inhibition in Clone20 osteoblasts | Clone20 osteoblast Shn3 3'UTR firefly luciferase, 24 h | 0.52% of 360,000 active | inhibition, % at 12.5 µM;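 active = mean inhibition of at least 75% with every replicate also reaching 75%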;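 also: 0% = median of neutral control wells and 100% = pilot-screen positive control compound; some compounds past the cut are filed as inactive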
TRPM1 prom inh: inhibitors of MITF-driven TRPM1 promoter in melanoma cells; SK-MEL-5 TRPM1 promoter luciferase, 24 h; inhibition, % at 12.5 µM; 0.83% of 330,000 active;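 active = mean inhibition across replicates of 60% or more, whatever share of single replicates reaches that level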; also: values of inactives mirror those of a sister screen read the other way
NR2E3 ag-1: activates human photoreceptor nuclear receptor NR2E3. GST-NR2E3/biotin-RetCOR TR-FRET, 1536-well. inhibition of corepressor binding, % at 4.78 µM. 0.12% of 320,000 active. AID 2300;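 active = percent inhibition above the cutoff of mean plus 3 SD of all tested compounds, set per screening campaign, cut at about 20% in these data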;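 also: 0% = DMSO wells and 100% = biotin wells as full block of FRET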
Target sequence (Q9Y5X4 whole entry, looked up): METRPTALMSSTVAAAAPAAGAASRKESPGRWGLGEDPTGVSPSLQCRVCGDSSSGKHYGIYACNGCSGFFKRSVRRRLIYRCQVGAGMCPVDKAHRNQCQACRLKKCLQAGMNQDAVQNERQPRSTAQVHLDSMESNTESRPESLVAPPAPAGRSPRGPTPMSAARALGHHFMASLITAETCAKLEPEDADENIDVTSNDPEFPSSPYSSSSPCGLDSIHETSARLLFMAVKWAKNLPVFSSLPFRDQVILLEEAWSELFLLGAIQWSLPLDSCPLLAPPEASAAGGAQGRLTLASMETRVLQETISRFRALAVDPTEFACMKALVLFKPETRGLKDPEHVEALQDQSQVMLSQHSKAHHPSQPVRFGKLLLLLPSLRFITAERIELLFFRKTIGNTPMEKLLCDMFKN
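Material – GST-tagged NR2E3 plus biotinylated RetCOR corepressor · Quantity – NR2E3 fusion 1.35 nM · Times – 5 h incubation at 4 °C · Medium – pH 7.5 Tris-based buffer · Technique – TR-FRET, Eu(K)-anti-GST donor, streptavidin-D2 acceptor, ex 340, em 617/671 nm · Benchmarks – high control biotin, low control 0.6% DMSO · Format – 1536-well plates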
NR2E3 ag-2: activates human NR2E3 receptor; Q9Y5X4; CHO-S Gal4-NCOR/VP16-NR2E3 two-hybrid, luciferase; inhibition of corepressor binding, % at 3.98 µM; 0.35% of 360,000 active; AID 602229;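 active = inhibition above the mean of all tested compounds plus 3 SD, cut at about 70% in these data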;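 also: 0% = DMSO with NR2E3 transfected cells and 100% = cells lacking NR2E3 construct; higher means lower luciferase signal from less NR2E3 corepressor binding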
CaV13 FRET inh: Primary screen for inhibitors of IQ motif and Ca2+-dependent inactivation inhibitor domain binding in CACNA1D, Förster resonance energy transfer in living cells, … | HEK cells, CFP/YFP FRET ICDI-IQ, plate reader, 10 min; percent FRET-ratio fall versus neutral wells | inhibition, % at 12.3 µM | 0.098% of 340,000 active | AID 743397;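 active = mean replicate inhibition of at least 30% and at least 1% of replicates passing that level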;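 also: 0% = median of the neutral control wells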
HIF-2a block: blocks HIF-2a reporter activity; inhibition, % at 18.8 µM; 786-0 RCC cells HIF-2a reporter, luciferase luminescence, overnight; 0.72% of 360,000 active; AID 624352;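 active = inhibition of the luminescence signal of 40% or more relative to plate controls, in a single-dose primary screen at 18.75 µM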
Starred values were filed as active, the others as inactive; . = not tested or not shown.

SMILES	H9c2 protect	m5-HT2A agonist	PDI turbidity	Peg3 prom inh	hiPSC survival	Shn3 3UTR inh	TRPM1 prom inh	NR2E3 ag-1	NR2E3 ag-2	CaV13 FRET inh	HIF-2a block
O=C(Nc1nccs1)c1ccc(N2C(=O)[C@@H]3[C@H](C2=O)[C@H]2C=C[C@@H]3C2)cc1	4	4	-4	-191	0.0	.	-69	0	-36	-4	-244
CC(Oc1ccc(Cl)cc1)C(=O)/C=C/N(C)C (centres undefined)	3	-8	3	3	0.2	-14	-7	3	6	-7	17
COC(=O)c1sccc1NC(=O)c1ccco1	-4	1	5	0	-0.9	-7	0	2	-17	-5	-12
Cc1cnc(NC(=O)c2c(-c3ccccc3)noc2C)s1	6	2	-4	21	0.0	10	16	1	-25	-4	15
COc1ccc(C(C)(O)c2nc(/C=C/c3ccccc3)cs2)cc1 (centres undefined)	-8	-3	7	-12	-3.8	-23	.	.	15	-5	-32
COc1ccc(C(=O)c2ccc(-c3ccc(OC)cc3)nc2)cc1	2	0	13	-22	0.1	-14	-60	.	-27	-15	-41
COc1ccc(Cc2nnc(SCC(=O)Nc3cc(Cl)ccc3C)[nH]c2=O)cc1	-2	-1	7	-6	-0.3	-25	-2	2	0	-6	11
CC(=O)Nc1cc(-c2nn(C)c(=O)c3ccccc23)ccc1N1CCOCC1	7	4	8	8	4.0	-2	-2	-2	-1	.	6
CCN1CCN(CC(=O)c2c[nH]c3ccc(C)cc23)CC1	4	-2	-8	-1	-0.5	-6	13	-2	-16	-5	7
O=C(CN1CCN(c2ccccn2)CC1)Nc1ccc(OC(F)(F)F)cc1	4	1	4	11	-0.6	0	-3	4	-27	-17	11
COCCNC(=O)C(C)OC(=O)c1nsc(Cl)c1Cl (centres undefined)	3	1	3	15	0.6	30	-1	0	-7	-8	15
Cc1sc2nc(C(C)C)oc(=O)c2c1C	6	0	-4	-1	-3.8	-29	9	3	-20	-5	17
O=C(CSc1nc2c(c(C(F)(F)F)n1)CCc1ccccc1-2)NCc1ccccc1	-14	2	9	18	2.0	0	1	-1	-15	.	6
O=C(NCCN1C(=O)S/C(=C\c2ccc(Cl)c(Cl)c2)C1=O)c1ccc2c(c1)C(=O)N(Cc1ccncc1)C2=O	-22	1	-26	-7	3.1	-10	-1	0	-2	-2	-15
O=C(CSCc1cccc(Br)c1)NC1CC1	10	0	-2	-8	4.9	7	-4	-2	-13	-14	-8
CCOC(=O)C1CCN(C/C=C/c2ccccc2OC)CC1	-4	-9	11	7	-1.8	-11	7	3	-9	-10	15
OC1(c2ccc(Cl)cc2)CCN(Cc2c[nH]c3ccccc23)CC1	3	-7	5	-2	-1.8	-2	-14	0	-28	-6	9
CCc1nc(SCC(=O)Nc2ccc(F)cc2F)c2c(=O)n(C)c(=O)n(C)c2n1	6	3	5	6	-0.4	18	-2	0	14	.	10
CCN(CC)C(=O)c1cccc(-c2csc(C(C)(NC(C)=O)c3ccccc3)n2)c1 (centres undefined)	0	6	5	-38	-1.7	30	.	.	5	-3	8
CC(C)c1ccc(CC(=O)N2CCC2(C)C(=O)NS(=O)(=O)c2ccc(Cl)s2)cc1 (centres undefined)	2	2	2	4	3.5	-4	.	.	-2	-7	5
c1ccc(SCCc2ccncc2)cc1	-1	-4	-4	-62	2.2	0	-33	-1	-24	.	-80
FC(F)(F)c1ccccc1Cc1c(-c2cccc(Cl)c2)nc2ccc(Br)cn12	-2	-2	.	-129	1.0	-1	.	.	-32	-10	-206
O=C1CCCN1C(=O)COc1ccccc1[N+](=O)[O-]	2	9	-6	11	0.1	5	-5	0	-28	-4	3
O=C(CCN1C(=O)C2CC=CCC2C1=O)Nc1nccs1 (centres undefined)	2	1	-11	8	0.0	9	-2	1	-2	-5	-2
COc1ccc(S(=O)(=O)N2CCc3ccccc32)cc1NC(C)=O	11	-4	5	28	1.6	17	5	7	-4	-6	21
COc1ccc(N2C3=C(C(=O)CC(C)(C)C3)C(c3cnn(C)c3)C3=C2CC(C)(C)CC3=O)cc1	8	5	-11	5	-0.8	-3	4	8	4	-6	12
COc1ccc(OC)c(CCNC(=O)CCn2ccc3cc(S(=O)(=O)N4CCCC4)ccc32)c1	6	1	-14	7	-0.3	15	-5	0	11	-7	2
CCC(C#CCN1CCOCC1)(CC)OCCC#N	-2	7	3	7	4.1	-11	-1	2	-14	-5	4
Cc1csc(SCC(=O)Nc2ccc3[nH]c(=O)[nH]c3c2)n1	3	-3	12	3	0.6	7	-2	.	17	-9	9
CCCCN(C)C(=O)c1cc2cc3cc(OC)ccc3nc2o1	-2	0	-4	-124	1.0	-64	-68	0	-81	-4	-209
Cc1ccc(Cl)cc1-c1cc(C(=O)NCC2CCCCC2)[nH]n1	-11	-4	0	-4	2.3	-4	.	.	-23	-16	-11
O=C(c1ccccc1Br)N1CCc2c([nH]c3ccccc23)C1	-4	3	1	17	0.0	2	0	3	-23	-2	13
CC(C)(C)OC(=O)NCCCCCNC(=O)c1nc[nH]c1C(=O)NCC(=O)OCc1ccccc1	20	12	10	74*	2.8	30	17	.	23	-3	0
CCOc1ccccc1NC(=O)COC(=O)c1ccc2ccccc2n1	-5	-1	3	6	0.0	-6	8	1	8	-17	24
Cc1cccc(-c2nc(=S)c3c(n2Cc2ccco2)CCCC3)c1	6	0	5	-7	-1.0	-31	8	28*	10	-5	-21
CC(=O)c1ccc(S(=O)(=O)N(C)CCCC(=O)N(C)Cc2c(F)cccc2Cl)cc1	-2	-9	0	12	-0.5	26	-4	1	13	-4	12
COc1ccc(S(=O)(=O)NNS(=O)(=O)c2ccc(OC)c(OC)c2)cc1OC	4	7	.	-2	1.2	-13	.	.	-7	.	-3
CCN(CC)C(=O)C(Cc1ccccc1)N1C(=O)c2ccccc2C1=O (centres undefined)	3	6	8	18	1.9	29	-5	4	-21	-5	7
CSc1nc(C(=O)N2CCCC(Nc3ccc(C)c(C)c3)C2)cs1 (centres undefined)	-5	1	4	4	-0.3	-1	3	2	-26	-5	-8
c1cc(-c2noc(CCC3CCCC3)n2)ccn1	-8	5	8	-146	-0.3	-12	-23	-2	-11	.	-115

In another format: entries from further up
Every second line gives: H9c2 protect | m5-HT2A agonist | PDI turbidity | Peg3 prom inh | hiPSC survival | Shn3 3UTR inh | TRPM1 prom inh | NR2E3 ag-1 | NR2E3 ag-2 | CaV13 FRET inh | HIF-2a block
- CC(C)(C)OC(=O)NCCCCCNC(=O)c1nc[nH]c1C(=O)NCC(=O)OCc1ccccc1
 : 20 | 12 | 10 | 74* | 2.8 | 30 | 17 | . | 23 | -3 | 0
- CCOc1ccccc1NC(=O)COC(=O)c1ccc2ccccc2n1
 : -5 | -1 | 3 | 6 | 0.0 | -6 | 8 | 1 | 8 | -17 | 24
- Cc1cccc(-c2nc(=S)c3c(n2Cc2ccco2)CCCC3)c1
 : 6 | 0 | 5 | -7 | -1.0 | -31 | 8 | 28* | 10 | -5 | -21
- CC(=O)c1ccc(S(=O)(=O)N(C)CCCC(=O)N(C)Cc2c(F)cccc2Cl)cc1
 : -2 | -9 | 0 | 12 | -0.5 | 26 | -4 | 1 | 13 | -4 | 12
- COc1ccc(S(=O)(=O)NNS(=O)(=O)c2ccc(OC)c(OC)c2)cc1OC
 : 4 | 7 | . | -2 | 1.2 | -13 | . | . | -7 | . | -3
- CCN(CC)C(=O)C(Cc1ccccc1)N1C(=O)c2ccccc2C1=O (centres undefined)
 : 3 | 6 | 8 | 18 | 1.9 | 29 | -5 | 4 | -21 | -5 | 7
- CSc1nc(C(=O)N2CCCC(Nc3ccc(C)c(C)c3)C2)cs1 (centres undefined)
 : -5 | 1 | 4 | 4 | -0.3 | -1 | 3 | 2 | -26 | -5 | -8

Later entries
SMILES	H9c2 protect	m5-HT2A agonist	PDI turbidity	Peg3 prom inh	hiPSC survival	Shn3 3UTR inh	TRPM1 prom inh	NR2E3 ag-1	NR2E3 ag-2	CaV13 FRET inh	HIF-2a block
CC(C)Cn1c(N)c(C(=O)COC(=O)C2=COCCO2)c(=O)n(C)c1=O	-3	7	-11	16	-1.5	-7	19	-1	-1	-3	-7
CC(=O)NC(CC(=O)NCc1ccncc1)c1ccccc1 (centres undefined)	1	-4	6	16	0.0	7	12	0	-9	-2	8
O=c1ccc(C(F)(F)F)cn1Cc1cc(=O)n2ccsc2n1	-4	-4	-1	-15	0.5	-14	-9	1	4	10	-1
Cc1ccc(-n2nc3c(=O)n(C(C)C(=O)NCCc4cccs4)nc(C)c3c2C)cc1 (centres undefined)	-9	-2	1	23	-0.4	19	19	2	14	.	20
Cc1nn(C)c(C)c1S(=O)(=O)N(CC(=O)Nc1ccc2c(c1)OCO2)c1ccc(C(C)C)cc1	10	-2	3	8	0.1	-10	2	-2	29	-5	12
Fc1cccc(Nc2ncnc3[nH]ncc23)c1	-3	1	-1	11	1.0	-4	-4	-2	-8	-3	3
CC(C)(C)NC(=O)CCc1ncc(C(F)(F)F)cc1Cl	-2	6	-2	-27	-0.7	-9	-3	-1	14	-4	-2
O=C(N/N=C/c1ccccn1)c1cc(C2CC2)[nH]n1	-5	-4	3	-194	0.4	-30	-68	3	-39	-5	-187
O=C(O)c1cccc(S(=O)(=O)N(Cc2ccccc2)c2ccccc2)c1	9	0	1	16	-0.4	-4	1	2	-21	-6	12
CCCCOc1nc2ccccc2nc1NS(=O)(=O)c1ccc(F)cc1	1	1	-11	10	-0.6	3	7	0	-13	-20	10
CCCCC(CC)C(=O)Nc1ccc(C)c(O)c1 (centres undefined)	9	-7	-2	-13	1.8	-16	-7	4	-11	-4	-1
COc1ccc(-c2csc(N3CCC(C(N)=O)(N4CCCCC4)CC3)n2)cc1	-2	-2	-5	-1	-0.3	25	7	-2	-12	.	12
CCOC(=O)C1CCN(C(=O)COc2ccc(N(C)S(=O)(=O)c3cccs3)cc2)CC1	-4	1	4	-1	1.1	0	3	0	-28	.	10
O=C(CSc1nnc(Nc2ccccc2F)s1)Nc1cccc(S(=O)(=O)N2CCCCC2)c1	-7	-5	3	-105	-0.5	1	-28	-1	-31	-4	-141
Cc1cc(=O)oc(C)c1C(=O)Nc1c(C)n(C)n(-c2ccccc2)c1=O	2	4	-16	2	0.4	-25	-3	3	-30	-4	26

Compound activity: PubChem, several laboratories
